# High-throughput results (PubChem BioAssay)
# ABHD5 PLIN5 PPI – inhibitors of human ABHD5-perilipin-5 interaction. Q00G26+Q8WTS1. Split G. princeps luciferase complementation, luminescence, 4 h. inhibition, % at 4 µM. actives 0.78% (n = 360,000);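 active means inhibition above the mean inhibition across every tested compound plus 3 SD, cut at about 22% in these data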;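 further: 0% = DMSO only wells and the 100% control is not disclosed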
# Target sequence (Q00G26 whole entry, looked up): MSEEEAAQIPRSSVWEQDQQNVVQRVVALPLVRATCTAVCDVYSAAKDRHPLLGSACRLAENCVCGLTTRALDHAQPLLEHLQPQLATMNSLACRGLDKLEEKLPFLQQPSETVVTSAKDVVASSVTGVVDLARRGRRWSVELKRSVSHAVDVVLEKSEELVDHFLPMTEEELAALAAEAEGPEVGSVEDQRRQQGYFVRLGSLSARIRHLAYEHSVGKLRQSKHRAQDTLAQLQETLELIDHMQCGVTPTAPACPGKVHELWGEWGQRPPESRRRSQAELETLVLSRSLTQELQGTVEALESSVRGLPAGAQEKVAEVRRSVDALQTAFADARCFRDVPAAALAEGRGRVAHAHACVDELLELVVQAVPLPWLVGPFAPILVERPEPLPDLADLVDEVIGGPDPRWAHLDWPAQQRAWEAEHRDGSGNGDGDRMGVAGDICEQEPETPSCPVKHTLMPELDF
# Target sequence (Q8WTS1 whole entry, looked up): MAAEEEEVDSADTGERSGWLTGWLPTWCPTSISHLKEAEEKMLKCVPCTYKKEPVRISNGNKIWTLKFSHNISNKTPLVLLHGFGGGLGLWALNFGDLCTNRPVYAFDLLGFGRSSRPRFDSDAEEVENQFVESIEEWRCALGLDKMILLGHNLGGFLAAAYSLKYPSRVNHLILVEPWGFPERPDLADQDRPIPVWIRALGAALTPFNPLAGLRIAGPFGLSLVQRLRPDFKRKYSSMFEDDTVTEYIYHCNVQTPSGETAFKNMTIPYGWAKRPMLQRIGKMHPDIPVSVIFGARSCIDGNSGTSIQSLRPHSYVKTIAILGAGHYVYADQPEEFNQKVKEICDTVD
# Exocytosis inh – lytic granule exocytosis inhibition; TALL-104 LAMP-1 surface exposure, flow cytometry; cells stimulated with thapsigargin and PMA; inhibition, % at 10 µM; actives 0.66% (n = 360,000);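 active means inhibition above about 55%, limit read from the data; inconclusive means no clear call, values can overlap the other calls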
# iPSC survival up – increases survival of single human iPS cells; hiPSC single-cell survival, ATPlite luminescence; 100% = ROCK inhibitor wells, 0% = DMSO; actives 0.044% (n = 360,000); survival enhancement, % at 20 µM; in the data active means survival enhancement above about 18%;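 further: cells exposed to compounds for 16 hours before the ATP read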
# H9c2 protect – modulators protecting cardiomyocytes from myocardial damage; protection from H2O2 cell death, % at 20 µM; actives 0.63% (n = 360,000); AID 588492; H9c2 cardiomyocytes, H2O2 injury protection, ATPLite, 2 h;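 active means compounds giving at least 50% protection of heart cells from peroxide-induced death in the single-dose screen, raw or plate-pattern-corrected value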;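 further: 0% = DMSO wells with peroxide and 100% = DMSO wells without peroxide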
# MC4R ag barr – agonists of human melanocortin 4 receptor (MC4R) beta-arrestin; P32245; U2OS MC4R beta-arrestin complementation, luminescence; percent of melanotan II response, DMSO zero; activation, % at 8.9 µM; actives 0.98% (n = 360,000); AID 540308;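 active means activation above a per-plate cutoff, the mean activation of sample wells on that plate plus 3 SD, cut at about 8% in these data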
# N-glyco inh – N-linked glycosylation inhibition | D54 ERlucT glycosylation luciferase reporter, 24 h; percent of 100 nM tunicamycin response | reporter increase, % at 12.5 µM | actives 0.23% (n = 360,000) | AID 588692;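 active means mean luciferase reporter signal, scaled so untreated is 0 and the glycosylation-blocking control 100, at or above a set limit in every replicate; inconclusive means mean reaches the limit but not every replicate does; inactive means mean below the limit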;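 further: luciferase carries N-glycosylation sites so blocking glycosylation raises the light; 0% = median of neutral control wells and 100% = median of 100 nM tunicamycin wells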
# ABCB6 inh MLPCN – blocks the human ABCB6 transporter; Q9NP58; K562-ABCB6 porphyrin accumulation, flow cytometry, 1 h; stronger effect = lower value; fluorescence ratio to DMSO, % at 10 µM; actives 0.19% (n = 360,000); AID 602162;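 active means fluorescence ratio to DMSO below 75%, the collection mean minus 3 SD; inconclusive means too few cells collected in the well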;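 further: signal is porphyrin accumulated inside mitochondria; 100% equals median channel fluorescence of DMSO control wells; lower ratio means ABCB6 inhibition with less porphyrin fluorescence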
# HTR2A ag – mouse HTR2A agonism via beta-arrestin recruitment; P35363; CHO-K1 mHTR2A beta-arrestin complementation, luminescence; percent of 30 µM serotonin response; activation, % at 7.6 µM; actives 0.66% (n = 360,000);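 active means activation above a run cutoff, the mean activation of all tested compounds plus 3 SD, cut at about 14% in these data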;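 further: 0% = plate median of compound wells and 100% = 30 µM serotonin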
# aDG glyco up – increases alpha dystroglycan glycosylation. Pro5-aDG cells, alpha-DG glycosylation AlphaScreen (IIH6); 0% Pro5, 100% B10-LARGE cell signal. activation, % at 10 µM. actives 0.22% (n = 360,000). AID 624168;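 active means activation of at least 8% versus controls, or a plate z-score of at least 8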;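 further: Pro5 are CHO cells carrying HIG-tagged alpha-DG that lacks glycosylation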
# MC4R antag cAMP – antagonists of human melanocortin 4 receptor (MC4R); P32245; MC4R-expressing cells, MTII-stimulated cAMP, LANCE TR-FRET; inhibition, % at 6.5 µM; actives 0.48% (n = 360,000); AID 540295;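 active means inhibition above its plate's cutoff, the mean of tested wells on that plate plus 3 SD, cut at about 29% in these data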;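 further: 0% = Melanotan II alone and 100% = Melanotan II plus saturating MCL0020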
#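 system = U2OS cells with stable human MC4R expression | also added = Melanotan II challenge after compound preincubation | dosing = one concentration, 6.5 µM nominal | incubation = compound 30 min, challenge 1 h, detection 1 h | measured by = TR-FRET with Eu-cAMP and labeled anti-cAMP, 671 nm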
# * hit, by the source's call; u = inconclusive; x = no result given.
SMILES,ABHD5 PLIN5 PPI,Exocytosis inh,iPSC survival up,H9c2 protect,MC4R ag barr,N-glyco inh,ABCB6 inh MLPCN,HTR2A ag,aDG glyco up,MC4R antag cAMP
Cc1ccc(C(=O)CSc2ncn[nH]2)cc1,-4.7,-1.8,-0.8,2.5,0.1,1.0,88.0,-2.3,-0.1,2.4
COc1cc(O)c(C(CCN2CCN(c3ccccc3)CC2)c2ccc3c(c2)OCO3)c(OC)c1 (stereo not drawn),-3.6,-4.1,-2.2,-4.4,0.7,-3.9,95.0,-11.6,-0.3,1.7
Cc1oc(-c2cccc(Cl)c2)nc1CSc1nc2c(c(=O)[nH]1)CCC2,1.2,-0.8,0.5,15.6,0.9,1.1,100.0,-0.2,-0.2,14.6
CCCCOc1ccc(C(=O)NC(=S)Nc2ccc(CN3CCOCC3)cc2)cc1,-1.8,0.6,-1.4,-3.4,-1.6,0.5,95.0,0.4,0.4,2.1
COc1ccc(C)cc1S(=O)(=O)N1CCN(C(=O)c2ncoc2-c2ccc(C)cc2)CC1,7.3,3.9,0.3,3.9,-0.7,-3.0,92.0,0.5,0.1,5.0
CC(C)(C)c1csc(NC(=O)CCS(=O)(=O)c2ccc(F)cc2)n1,-6.5,3.8,-1.3,-16.6,0.9,-8.7,98.0,0.1,1.5,4.2
C=CCc1c(OC(C)=O)c2ccccc2n(C)c1=O,-5.7,-1.0,0.2,17.1,3.5,-1.3,92.0,7.7,0.7,2.8
C1CCN2CC3CC(CN4CCCC[C@@H]34)[C@H]2C1,2.2,1.0,-2.8,2.9,-1.2,5.5,98.0,-3.4,0.0,10.7
CC(=O)Nc1ccc(S(=O)(=O)NC(CC(=O)NCCc2ccccc2)C(C)C)cc1 (stereo not drawn),-9.4,2.2,2.0,-0.4,0.9,1.1,101.0,-1.7,0.0,18.5
C#CCOCCOCCOCCNc1nc(N2CCN(C(=O)[C@H](CCCN=C(N)N)n3cc(C(N)[C@H](C)CC)nn3)CC2)nc(N2CCN(C(=O)[C@H](CC(N)=O)n3cc(C(N)[C@@H](C)CC)nn3)CC2)n1 (stereo partly drawn),-7.7,-1.9,-1.1,-1.2,1.7,1.0,101.0,-3.1,-0.2,2.1
COc1ccc(N2CCN(C(c3ccccc3OC)c3nnnn3Cc3ccco3)CC2)cc1 (stereo not drawn),9.2,0.6,0.8,-5.2,0.1,-1.7,110.0,-0.9,1.1,10.1
CCN1CCCC1CNC(=O)CN1C(=O)COc2ccc(C)cc21 (stereo not drawn),-10.6,1.1,0.7,-3.0,0.3,0.0,98.0,1.8,-0.2,-0.1
COc1ccccc1N1CCN(c2nccc(C)n2)CC1,-3.9,-12.7,1.1,3.7,-0.9,-1.0,99.0,1.1,0.0,14.0
O=C(Nc1ccccc1OC(F)(F)F)c1ccc([N+](=O)[O-])cc1,-1.5,-1.5,-0.2,2.8,-3.5,0.1,94.0,-3.9,1.0,2.7
C[C@H](CO)N1C[C@H](C)[C@@H](CN(C)C(=O)Nc2ccc(C(F)(F)F)cc2)Oc2ccc(NS(=O)(=O)c3cn(C)cn3)cc2C1=O,5.5,33.4,0.4,-1.1,-0.5,2.0,100.0,9.3,0.2,5.1
CC1Cc2ccccc2N1c1ncnc(N)c1[N+](=O)[O-] (stereo not drawn),4.8,-0.7,-0.8,-11.8,-0.4,-14.2,99.0,-1.3,0.5,-1.4
CC(=O)c1c(C)nc(-c2ccccc2)nc1NC(=O)C(C)C,-7.5,-0.8,5.4,15.4,-1.7,-2.2,114.0,-0.9,0.0,7.8
COc1ccc([C@H]2C[C@@H](n3cc(COC(=O)c4ccccc4)nn3)[C@H](O)CN2C(=O)C2CCCCC2)cc1,-1.7,0.3,-1.7,1.8,2.0,0.6,104.0,-1.8,3.1,10.4
COc1ccccc1CNC(=O)CCCOc1cc(=O)n(C)c2ccccc12,-3.2,0.9,9.0,2.5,-1.3,x,97.0,-2.7,-0.1,-0.3
CCn1c(=O)cc(OCC(=O)NCCCN2CC(C)CC(C)C2)c2ccccc21 (stereo not drawn),5.2,-1.2,-1.4,0.2,-0.7,13.2,95.0,0.3,-0.2,12.1

# Three entries out of the list above, ordered by the number in MC4R ag barr, lowest first.
SMILES | MC4R ag barr
COc1ccc(C)cc1S(=O)(=O)N1CCN(C(=O)c2ncoc2-c2ccc(C)cc2)CC1 | -0.7
CC1Cc2ccccc2N1c1ncnc(N)c1[N+](=O)[O-] (stereo not drawn) | -0.4
C=CCc1c(OC(C)=O)c2ccccc2n(C)c1=O | 3.5

# (more compounds)
SMILES,ABHD5 PLIN5 PPI,Exocytosis inh,iPSC survival up,H9c2 protect,MC4R ag barr,N-glyco inh,ABCB6 inh MLPCN,HTR2A ag,aDG glyco up,MC4R antag cAMP
O=C(Nc1ccccc1C(=O)O)c1ccc(Br)c(S(=O)(=O)NCc2ccccc2)c1,-0.9,0.3,-0.5,5.8,-1.5,-1.3,104.0,8.3,0.0,-1.4
COc1ccc(C(=O)O/N=C(/c2ccccc2)c2ccncc2)cc1OC,2.3,-2.3,0.0,58.8*,1.4,0.0,90.0,2.4,0.3,-1.3
COc1ccc(NC(=O)c2c(Cl)cnn2C)c(C)c1,-2.1,0.2,-1.3,-2.6,-1.0,1.5,100.0,8.6,-0.2,-3.7
CCCc1cc(N2CCCC2)n2nc(C)c(-c3ccccc3)c2n1,-1.0,-0.7,-2.6,-14.0,1.1,-3.1,102.0,6.2,0.8,15.2
O=C(NN1CCOCC1)c1ccc(S(=O)(=O)N2CCCCC2)cc1,1.1,1.4,0.6,-4.3,-1.0,0.4,101.0,1.3,0.0,-0.8
CC1CCC2(CC1)NC(=O)N(CC(=O)Nc1ccccc1-c1ccccc1)C2=O (stereo not drawn),-4.2,6.3,0.6,0.3,-1.9,2.0,100.0,0.6,-0.1,1.3
Nc1ccn(C(C=O)CC(C=O)CO)c(=O)n1 (stereo not drawn),7.1,9.1,0.1,1.0,x,0.7,103.0,5.4,-0.4,x
COc1ccccc1N(C)S(=O)(=O)c1ccc(C(=O)Nc2cccc(Br)c2)cc1,-3.8,-1.5,-0.1,-7.5,-3.3,-1.1,97.0,-7.3,0.7,24.4
Cc1cccc(NS(=O)(=O)c2cccc(C(=O)N3CC(C)OC(C)C3)c2)c1 (stereo not drawn),-4.4,-6.2,-0.4,3.0,-0.8,-0.3,98.0,1.2,0.0,9.0
Cc1ccc(NC(=O)COC(=O)Cc2c(F)cccc2Cl)cc1S(=O)(=O)N1CCOCC1,-6.9,-1.4,-0.6,-4.6,-0.1,1.8,100.0,11.0,0.3,9.9
CC(NC(=O)C(Cc1ccccc1)NC(=O)c1ccccc1)C(=O)O (stereo not drawn),-1.7,-3.6,3.1,3.2,-0.5,0.5,75.0,-0.6,0.4,1.1
CCCn1c(C)cc(/C=C(\C#N)C(=O)OCC(=O)Nc2ccc(OC)c(Cl)c2)c1C,-0.8,-2.6,0.1,-10.3,1.0,1.7,102.0,6.6,0.3,-6.5
COc1ccccc1-c1nnc(SCC(=O)NC2CCCCC2)n1C,7.2,17.0,-0.3,-2.4,-1.6,0.8,96.0,0.0,0.0,-1.5
Cc1cccc2c(N=O)c(O)n(CCc3ccccc3)c12,-10.8,0.8,-0.5,-1.2,7.4,-5.5,98.0,10.1,-0.1,-1.6
CCOC(=O)c1cccnc1SCC(=O)NCc1ccccc1,0.7,4.2,1.3,-1.1,-0.5,-1.5,102.0,0.1,-0.1,6.9
O=C(NCCc1ccc(Cl)cc1)C1CCN(S(=O)(=O)c2cccc3nonc23)CC1,2.5,2.4,6.5,4.4,2.9,-2.5,97.0,-3.0,-0.1,0.9
O=C(OCC1CCCN2CCCCC12)c1ccc2c(c1)OCO2 (stereo not drawn),7.4,-4.8,-0.9,6.2,-0.8,0.4,103.0,2.6,0.0,-2.4
CCN(CC)S(=O)(=O)c1cc(C(=O)Nc2cc(C)on2)c(Cl)cc1Cl,-6.4,-11.3,-0.7,-7.7,-2.3,1.6,96.0,6.9,0.3,26.6
CN(CC(=O)Nc1cccc(F)c1)C(=O)c1cn(-c2ccccc2)nc1-c1ccc(F)cc1,-15.2,0.9,-0.5,-8.1,-1.4,0.2,98.0,-6.7,0.0,-0.5
CC(=O)N1CCOc2ccc(S(=O)(=O)Nc3ccc(C)cn3)cc21,-6.1,-0.5,0.3,-1.9,0.7,-1.4,100.0,11.7,0.0,3.1
O=C1C(Sc2cccc(F)c2)=C[C@@]2(O)CC[C@@H](O)[C@]1(Sc1cccc(F)c1)[C@H]2O,12.2,-0.6,0.3,x,x,x,129.0,4.4,2.3,x
COc1cc(OC)c(C2SCCS2)c(OC)c1,3.9,-4.3,-0.6,-7.5,-1.9,1.4,94.0,0.8,-0.1,7.4
O=C(NC(=S)NCc1ccccc1)C1CCCCC1,-2.5,1.4,-3.6,-8.9,4.5,-2.3,96.0,-1.8,0.9,16.4
Cc1ccc(NC(=O)COc2ccccc2)cc1Cl,-3.4,-4.6,-0.2,-2.6,-1.3,1.1,98.0,-1.7,-0.1,-3.4
CC1CCCN(CCCNC(=O)c2ccc(NC(=O)C3=CSCCO3)cc2)C1 (stereo not drawn),-3.3,-6.8,-0.5,-3.4,-2.6,-1.2,96.0,0.6,-0.1,4.4
CCc1ccc2c(CC(=O)Nc3cccc(S(=O)(=O)N4CCOCC4)c3)coc2c1,-14.0,-1.5,-0.4,-7.6,-4.2,-0.2,99.0,-10.4,0.3,9.3
CCCNC(=O)N1CCC(C(=O)c2ccc(F)cc2)CC1,-5.4,-0.7,3.0,3.3,0.2,-2.3,96.0,-1.4,0.0,4.5
Cn1ccnc1SCC(=O)Nc1cccc(S(=O)(=O)N2CCCCCC2)c1,5.2,-0.9,-0.9,17.4,0.7,-0.9,97.0,0.0,0.3,-7.1
O=S(=O)(c1cccc(NC(=S)N2CCN(c3ccccc3F)CC2)c1)C(F)F,2.7,u,-0.3,-4.9,-3.8,2.7,97.0,-0.8,0.3,2.8
Cc1ccc(-c2csc(NC(=O)c3ccccc3F)c2C(=O)O)cc1,6.3,19.7,1.1,-2.5,2.3,0.1,109.0,2.0,0.2,8.8
Cc1nc(Nc2ncc3c(n2)CC(C)(C)CC3=O)nc2ccccc12,-0.2,-0.7,2.0,8.7,-0.4,2.3,95.0,0.6,-0.1,2.2
CN(c1ccc(C(=O)N2CCN(c3ccccc3F)CC2)cc1)S(=O)(=O)c1ccccc1,12.1,-5.4,0.5,0.7,0.4,3.0,97.0,0.1,-0.1,3.6
CC1CCN(CCc2nc3cc(NC(=O)Nc4ccccc4)ccc3n2C)CC1,16.6,-1.6,-2.3,1.9,-1.4,-7.8,101.0,-6.8,0.7,0.6
CCNC(=S)N1CCN(S(=O)(=O)c2ccc(C)c(C)c2)CC1,0.0,-1.8,0.3,-2.9,-2.2,0.6,95.0,0.4,0.2,5.5
Cc1nc(C(=O)N(C)C)nn1-c1cc(Cl)cc(Cl)c1,3.9,2.2,-0.7,5.4,-0.1,0.3,95.0,-0.7,0.0,-2.4
